# Compound activity from PubChem.
# Autophagy mod – modulators of autophagy; MEF GFP-LC3 puncta imaging; test concentration mostly 10 µM; calls only at 10 µM (by protocol); hit rate 0.98% among 190,000; AID 463193;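 active means percentage of spot-positive cells more than 3 SD above its plate mean, without a fluorescence outlier flag or 80% toxicity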;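 further: spot-positive cell cutoff set from DMSO-treated cells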
# Insulin prom up – MIN6 insulin promoter up-regulation. AID 1625. hit rate 0.3% among 190,000. MIN6 insulin promoter-GFP reporter, high-content imaging; hits give high values. z-score at 5 µM;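 active means z-score above 3 at 5 µM with at least 500 cells counted in the well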
# Hep lipid drop – modulators of hepatic lipid droplet formation; hit rate 0.4% among 240,000; inhibition, % at 6.5 µM; AML12 mouse hepatocytes, oleate lipid droplets, BODIPY imaging;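 active means lipid droplet intensity inhibited by at least 50%, with more than 500 cells counted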
#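 Test system: AML12 hepatocytes (mouse); reagent: oleate loading, 100 µM; dosing: one dose, 6.5 µM compound; incubation: overnight exposure; signal: fluorescence imaging, 20x objective, two fields per well; read-out basis: % inhibition of corrected integrated BODIPY droplet signal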
# Dynein transport – blocks dynein driven cargo transport along microtubules; hit rate 0.47% among 220,000; 3617.4 mouse cells, GR-EGFP nuclear translocation imaging; test concentration mostly 20 µM; stimulated with dexamethasone, 1 µM; hits give low values; z-score, hits read low;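 active means plate z-score of nuclear minus cytoplasmic receptor signal below a set negative limit, without overly bright fluorescence or cell loss, cut at about -3.5 in these data, passing the limit was not always enough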;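 further: z-score of nuclear minus cytoplasmic ring GR-EGFP intensity difference per well; some compounds called inactive have numbers as strong as hits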
#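 Also added: dexamethasone, 1.0 µM final. Medium: tet-free, stripped-serum medium. Detection: fixed, Hoechst-stained cells imaged at 10x for EGFP. Read-out: nuclear-to-cytoplasmic GR-EGFP distribution per well. Times: induction 48 h, compound 1 h, agonist 30 min.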
# HEK293 NOD2/NF-kB – inhibition of NOD2-driven NF-kB reporter – cell-based, luminescence, uHTS, HEK293 (AID 1566); HEK293 NOD2/NF-kB luciferase reporter, luminescence; higher % means a stronger effect; hit rate 0.63% among 290,000; inhibition, % at 4 µM; hits with a dose series show EC50 in µM; in the data active means inhibition above about 50%; further: many of its hits are not listed in these tables
# WT yeast gro inh – growth inhibition of WT yeast, mitochondrial fusion screen; mitochondrial fusion phenotypic screen, WT strain; inhibition, % at 10 µM; hit rate 2.1% among 190,000; in the data active means inhibition above about 58%; tested in S. cerevisiae
# MT stabilizer – microtubule stabilization, imaging screen; % tubulin-high responders, % at 10 µM; HeLa tubulin immunostaining HCS, 24 h; share of cells brighter than vehicle mean+2SD; AID 2205; hit rate 0.83% among 200,000;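 active means plate Z-score above 3 for both tubulin-high and condensed-nucleus cell shares, with cell loss under 80%, at 10 µM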;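 further: anti alpha tubulin signal scored within the nucleus-defined area of each cell; some results filed as inactive read as strong as hits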
# b-catenin transl – beta-catenin nuclear translocation modulation. hit rate 0.3% among 190,000. AID 1665. nuclear translocation activity, % at 5 µM. HeLa beta-catenin nuclear translocation, immunofluorescence imaging;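 active means nuclear translocation activity above 50% at 5 µM, with a well cell count of 50 or more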;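 further: per-cell ratio of nuclear to cytoplasmic median beta-catenin stain intensity; plate controls were DMSO negative control for no effect and GSK-3 inhibitor IX positive control for full effect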
#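 test system = HeLa cells, endogenous beta-catenin | dosing = single 5 µM dose plus 0.02–20 µM confirmation series | times = compound treatment 24 h, 37°C, 5% CO2 | technique = beta-catenin immunofluorescence imaging with DAPI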
# Yfh1-off respiration – enhancers of respiration in Yfh1-depleted yeast, dose response, Friedreich's ataxia, plus single-dose screen (AID 1465) | fold induction at 50 µM; hits with a dose series show EC50 in µM | S. cerevisiae Yfh1-off respiration, WST-1 reduction, 72 h; higher fold induction means a stronger effect | hit rate 0.074% among 220,000;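 active means fold induction of absorbance versus untreated yeast above a set limit, then at least 30% activation at any dose in follow-up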;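 further: activators that raise dye reduction in frataxin-depleted yeast; strong numbers were not always called active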
# WT yeast gro inh mutant strain – recorded beside WT yeast gro inh, whose call it bears; inhibition, %; mitochondrial fusion phenotypic screen, mutant strain inhibition
# Dynein transport cytoplasmic EGFP – also measured in Dynein transport; calls as there; z-score; measured here: cytoplasmic GR-EGFP intensity; hits give high values
# Dynein transport nuclear GR-EGFP – also measured in Dynein transport; calls as there; z-score; measured here: nuclear GR-EGFP intensity;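 lower value marks the stronger effect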
# Dynein transport cell count – second read-out of Dynein transport, no call of its own (marks repeat the call); z-score; measured here: cell count per field
# Insulin prom up cell count – further read-out of Insulin prom up, marked with its call; cell count; measured here: cytotoxicity, nuclei count;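 total cells summed across four imaged fields per well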
# Hep lipid drop cells 6.5 µM – second read-out of Hep lipid drop, no call of its own (marks repeat the call); cell count; measured here: cell count, cytotoxicity flag;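 cells counted across two imaged fields per well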
# b-catenin transl cell count 5 µM – second read-out of b-catenin transl, no call of its own (marks repeat the call); cell count; measured here: cell count, cytotoxicity flag
# MT stabilizer Hoechst-high % – further read-out of MT stabilizer, marked with its call; % Hoechst-high responders; measured here: nuclear condensation Hoechst responders;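 share of cells brighter than vehicle mean plus two SD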
# MT stabilizer cytotoxicity % – further read-out of MT stabilizer, marked with its call; toxicity, %; measured here: cytotoxicity by cell density;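 0% = mean cell density of plate MIN control wells and 100% = no cells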
# Autophagy mod cell loss 18 h – also measured in Autophagy mod; calls as there; toxicity, %; measured here: cell loss, nuclei count;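 cell loss after 18 h compound exposure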
# An asterisk follows results filed as active; i = inactive; . = not tested or not shown. A portion of the library; the hit share may differ from the screen's.
SMILES,Autophagy mod,Autophagy mod cell loss 18 h,Insulin prom up,Insulin prom up cell count,Hep lipid drop,Hep lipid drop cells 6.5 µM,Dynein transport,Dynein transport cytoplasmic EGFP,Dynein transport nuclear GR-EGFP,Dynein transport cell count,HEK293 NOD2/NF-kB,WT yeast gro inh,WT yeast gro inh mutant strain,MT stabilizer,MT stabilizer Hoechst-high %,MT stabilizer cytotoxicity %,b-catenin transl,b-catenin transl cell count 5 µM,Yfh1-off respiration
Cc1ccc(-c2[nH]nc(N)c2N=Nc2cccc(Cl)c2C)cc1,i,-16.8,0.53,1443,.,.,0.439,-0.19,0.747,-0.236,-3.9%,2.5,-2.9,37.5,4.0,30.6,33.4,1128,i
COc1cc(OC)cc(C(=O)N[C@H](C(=O)OCC(=O)Nc2cccc(F)c2)C(C)C)c1,i,2.6,-0.99,1348,-12.9,678,0.257,-0.296,-0.205,-0.259,10.3%,-11.8,-10.5,3.1,4.1,15.0,0.6,494,i
CCN1CCN(C(=O)c2ccccc2N(Cc2ccccc2)S(=O)(=O)c2ccc(C)cc2)CC1,i,-4.0,-0.44,1024,-17.9,757,-0.711,-0.274,-0.215,1.54,-26.5%,16.0,10.9,3.9,1.7,4.2,.,.,i
CCOc1ccccc1NC(=O)CCN(c1ccc(C)cc1)S(=O)(=O)c1ccccc1,i,0.7,-1.02,1340,-29.0,531,-0.167,-0.218,0.212,-0.424,-3.7%,8.4,-5.4,3.1,2.5,8.0,0.2,1139,i
O=C(c1ccc(Cl)c([N+](=O)[O-])c1)N1CCN(c2ccccn2)CC1,i,1.6,0.08,1293,0.3,635,-0.7,0.528,-0.396,0.566,6.3%,3.2,-15.3,3.2,3.6,7.3,1.5,882,i
Cc1cc(NC(=O)COc2cccnc2[N+](=O)[O-])no1,i,4.0,0.13,1478,-2.6,672,-0.673,-0.0155,0.353,-0.494,2.6%,-8.5,3.1,2.9,1.5,3.2,-0.5,1558,i
O=C(Nc1ccc(F)cc1)C1=CC(=O)N2CCN=C2S1,i,-4.4,.,.,7.1,647,-0.969,-0.339,-0.477,0.486,5.3%,-18.9,16.9,3.5,3.2,8.3,-3.6,1130,i
CN(CC(=O)Nc1ccc2c(c1)CCC2)CC(=O)Nc1ccccc1Br,i,-23.2,-0.68,1377,-21.2,702,-0.618,-0.254,-0.185,0.572,-10.7%,4.1,14.3,1.9,2.7,6.2,0.4,1162,i
COc1ccc(N2CCN(CCCNC(=S)Nc3c(C)cccc3C)CC2)cc1,i,-2.9,-0.01,1368,-14.8,706,0.168,-0.295,-0.297,-1.22,-2.0%,-3.7,6.6,3.2,2.3,8.2,0.4,1090,i
O=C(NCc1ccccc1)C(=O)NCC1OCCN1S(=O)(=O)c1ccc2c(c1)OCCO2 (stereo not drawn),i,-42.2,0.48,1276,-0.5,690,-0.0867,-0.159,0.864,0.552,22.9%,3.5,-14.1,3.1,4.6,10.1,-0.2,581,i
Cc1cc(NC(=O)CCC(=O)N(Cc2ccco2)C(C(=O)NC2CCCCC2)c2cccs2)no1 (stereo not drawn),i,-18.1,-0.15,1295,29.8,680,-0.744,-0.35,-0.835,1.1,6.8%,-2.4,-4.2,1.8,0.9,6.4,1.0,1529,i
O=C(NCCN1CCOCC1)c1cc2sccc2n1Cc1ccc(Cl)cc1,i,2.0,0.04,1901,-8.0,590,0.895,-0.155,1.36,-1.04,6.7%,13.9,-1.4,3.0,3.1,8.4,-2.5,1162,i
CSc1ccc(NC(=O)Nc2cc(C)ccn2)cc1,.,.,-0.7,1088,2.9,769,-0.542,-0.27,-0.375,0.47,-181.8%,.,.,.,.,.,0.2,1328,i
CCOc1ccc(N(CC(=O)NC2CCCC2)C(=O)CCC(=O)Nc2ccccn2)cc1,i,-1.6,-0.07,1174,.,.,0.726,-0.119,1.3,-2.14,-2.5%,4.9,-19.9,3.6,1.0,13.7,-5.5,999,i
Cc1ccccc1-n1c(C)nnc1SCC(=O)N1CC(=O)Nc2ccccc21,i,-2.2,0.1,1129,.,.,-0.449,-0.0948,0.17,0.115,-0.6%,-11.6,2.7,2.7,3.1,5.0,-3.8,1055,i
O=C(CCc1ccc(S(=O)(=O)NC2CCCCC2)cc1)N(Cc1ccccc1)Cc1ccccc1,i,5.0,-0.03,1540,.,.,-0.338,-0.217,-0.569,-0.333,8.6%,18.6,0.3,1.6,1.2,8.2,-0.4,1246,i
COc1ccc(-c2nnc(SCC(=O)c3cccs3)o2)cc1,i,2.1,.,.,.,.,0.935,-0.0203,0.955,-0.362,-46.9%,2.4,-3.3,1.8,1.2,2.6,.,.,i
COc1c(Cl)cc(C(=O)Nc2ccccc2-c2ccccc2)cc1Cl,i,-8.0,0.96,1399,.,.,-0.657,0.0376,-0.344,0.114,-29.6%,10.1,5.9,1.8,1.6,6.0,-1.5,1320,.
CCOC(=O)C(NC(=O)c1ccccc1Cl)(Nc1sc2c(c1C(N)=O)CCC2)C(F)(F)F (stereo not drawn),i,8.8,0.82,1455,17.6,678,-1.36,-0.0398,-0.701,-0.478,-2.1%,-9.8,7.0,3.4,0.9,3.1,-1.0,1113,i
N#Cc1c(-c2cccs2)cc(-c2cccs2)[nH]c1=O,.,.,-0.57,1165,7.8,668,0.123,-0.24,0.58,0.443,20.1%,.,.,.,.,.,-0.4,1311,i
CCn1ccc(C(=O)Nc2ccc(Cl)cn2)n1,i,6.8,0.92,1148,.,.,-0.447,-0.187,-0.0754,0.29,-45.5%,3.4,-0.3,3.7,4.3,7.0,.,.,i
C/C(CC(=O)Nc1cccc2c1CCCC2)=N\NC(=O)COc1ccccc1,i,-14.2,1.17,2226,-6.9,580,0.174,-0.228,-0.207,-0.365,10.6%,-7.0,-7.6,2.4,2.2,10.2,0.3,839,i
CN1CCN(C(=O)C2=C[C@H](C3CCCCC3)C[C@H](OCc3ccc(CO)cc3)O2)CC1,i,36.1,-1.06,1325,1.6,730,0.16,0.112,0.547,-0.806,14.7%,-2.9,-2.8,2.5,1.0,2.2,-0.5,1111,i
Cc1cc(CCN2CCC(=O)NC2=O)ccc1OC(C)C,i,12.7,-1.1,1521,.,.,-0.656,-0.417,-0.047,0.569,5.5%,-2.6,4.0,2.6,1.8,10.5,-6.1,938,i
C=CCN1C(=Nc2ccccc2)SC/C1=C\C(=O)OC,i,1.8,-0.1,1051,.,.,-0.722,-0.296,-0.156,0.534,15.8%,8.3,1.0,2.6,2.9,3.8,-1.9,1113,i
O=C(COC(=O)/C=C/c1ccc(Cl)cc1Cl)NCc1ccco1,i,2.8,-0.82,1333,4.7,685,-0.272,-0.217,-0.375,-0.158,9.5%,-2.9,9.8,5.5,1.2,8.2,2.0,1047,i
CCOC(=O)CCCCCN(Cc1ccccc1)S(=O)(=O)c1ccc([N+](=O)[O-])cc1,i,15.9,0.05,1438,0.2,597,-0.126,-0.212,-0.212,-0.274,10.9%,11.9,2.6,7.1,1.6,11.7,-4.9,1136,i
O=C(NC(=S)Nc1ccccc1Cl)c1cnn2c(C(F)(F)F)cc(C(F)(F)F)nc12,.,.,-0.88,1360,-19.7,681,0.546,-0.21,0.308,-0.993,5.1%,.,.,.,.,.,-6.0,1056,i
CC(=O)c1c(C)[nH]c(C(=O)CSc2nnc3ccccn23)c1C,i,-7.7,-0.03,1333,6.5,642,-0.00173,-0.287,-0.314,-0.273,-0.9%,-12.5,-11.6,1.8,5.6,7.7,-0.8,963,i
O=c1[nH]cnc2ccccc12,i,19.2,.,.,-29.9,700,-0.649,-0.292,0.332,0.389,-9.0%,-13.1,-16.8,3.1,4.0,9.5,1.6,544,i
COc1ccc(/C=N/n2c(C)nc3sc(C)c(C)c3c2=O)cc1,.,.,-0.47,1446,-9.4,721,0.795,-0.164,0.371,-0.759,0.2%,.,.,.,.,.,-2.2,1156,i
Cc1ccc(NC(=O)c2cc(S(=O)(=O)N3CCCCC3)cs2)cc1,i,0.2,.,.,4.9,781,-0.5,-0.196,-0.282,0.951,29.7%,.,.,3.5,2.6,8.6,.,.,i
CCN(CC)S(=O)(=O)c1ccc(N2CCCC2)c(NS(=O)(=O)c2ccc([N+](=O)[O-])cc2)c1,i,-8.4,-0.21,1503,-6.3,623,-0.227,-0.246,-0.258,0.183,16.7%,3.1,-3.4,3.7,4.5,5.0,1.9,1046,i
COc1cc(S(=O)(=O)N(Cc2cccnc2)Cc2cccc(OC)c2OC)ccc1-n1cnnn1,.,.,-0.16,1067,-12.3,665,0.171,-0.228,0.616,0.919,1.6%,.,.,.,.,.,0.9,1326,i
O=C(CN1C(=O)c2cccc([N+](=O)[O-])c2C1=O)N1CCN(c2ccc(F)cc2)CC1,i,11.1,0.06,1136,-17.9,579,1.14,-0.281,0.201,0.0277,5.7%,-21.9,-14.6,1.4,1.4,8.7,.,.,i
COP(=O)(CN(Cc1ccccc1)C(=S)Nc1c(C)cccc1C)OC,i,4.3,0.69,1233,0.2,683,-1.55,-0.352,-0.838,1.53,-9.9%,9.0,7.3,3.6,1.3,6.6,1.6,990,i
